TSHR antag: Antagonists of the Thyroid Stimulating Hormone Receptor: HTS campaign | Thyrotropin receptor (Homo sapiens), P16473 | TSHR-expressing cells, TSH-stimulated cAMP HTRF, 2 h; hits give low values | activity change, negative = inhibition, % at 11.5 µM | actives 0.2% (n = 330,000);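 active = activity change below a set negative limit, meaning inhibition stronger than a set level, cut at about -70% in these data; inconclusive = activity change between two set negative limits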; also: % is scaled to controls: 0 for no effect and ±100 for the full control effect
Target sequence (P16473 whole entry, looked up): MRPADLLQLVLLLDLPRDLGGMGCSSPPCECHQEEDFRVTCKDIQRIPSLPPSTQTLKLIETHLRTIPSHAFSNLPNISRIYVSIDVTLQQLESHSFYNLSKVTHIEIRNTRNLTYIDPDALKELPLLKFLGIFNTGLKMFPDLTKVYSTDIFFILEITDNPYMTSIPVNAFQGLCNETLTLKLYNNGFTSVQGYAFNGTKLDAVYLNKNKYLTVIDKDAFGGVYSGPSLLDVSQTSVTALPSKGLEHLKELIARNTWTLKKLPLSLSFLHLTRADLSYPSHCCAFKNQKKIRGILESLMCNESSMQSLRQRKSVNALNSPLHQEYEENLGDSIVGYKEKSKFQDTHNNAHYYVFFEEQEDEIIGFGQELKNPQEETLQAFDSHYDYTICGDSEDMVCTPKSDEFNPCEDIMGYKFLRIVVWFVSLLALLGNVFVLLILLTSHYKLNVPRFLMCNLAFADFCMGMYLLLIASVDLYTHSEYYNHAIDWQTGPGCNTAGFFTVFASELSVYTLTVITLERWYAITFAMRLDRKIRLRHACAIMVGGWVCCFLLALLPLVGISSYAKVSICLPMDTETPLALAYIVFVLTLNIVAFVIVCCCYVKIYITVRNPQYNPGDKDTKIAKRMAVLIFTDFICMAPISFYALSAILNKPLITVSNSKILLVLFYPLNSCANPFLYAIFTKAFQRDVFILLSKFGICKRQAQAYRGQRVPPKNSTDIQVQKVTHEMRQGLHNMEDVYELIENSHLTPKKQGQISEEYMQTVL
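Inhibition of cAMP made by TSHR-expressing cells under TSH stimulation (4nM final, EC80; 2 h, 37 deg C) is quantified with a one-step lysis HTRF kit, anti-cAMP cryptate versus cAMP-d2.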
BCR signal inh: qHTS Assay to Find Inhibitors of Chronic Active B-Cell Receptor Signaling. ABC-DLBCL IkBa-CBG/CBR reporter, luminescence ratio, 4 h. Potency, µM (titrated, usually from 46.1 µM), for inactives: top-dose ratio change, negative = lower green/red ratio, usual class: inhibitors. actives 0.05% (n = 340,000). AID 493014, 2011; active = well fitted inhibition curve with a large enough effect in the signal ratio, with a control signal flat, not every such curve was filed as active; inconclusive = small, poorly fitted or top-dose-only effect, or effect the other way, or a change in a side signal; the % refers to the signal ratio;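 also: potency is read from the fitted curve at half-maximal effect; plate controls were basal doxycycline-induced cells for no effect and cells given 10 µM MG132 for full effect; MG132 reads +100%, hits lower the ratio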
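TMD8 human ABC-DLBCL cells with doxycycline-inducible IκBα–green luciferase fusion and unfused red luciferase, in 0.5% FBS medium; compounds up to 46 uM, 4 h at 37C. Green/red luminescence ratio, filter-overlap corrected, fitted to concentration-response curves.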
TCR activator: Activators of T cell receptors: qHTS campaign; primary human leukocytes, anti-CD3, IL-2 HTRF, 48 h; Potency, µM (series often up to 9.22 µM), inactives show at the top dose activation of IL-2 secretion, actives largely listed as activators; 330,000 tested, under 10 active; also: % of control where 0% means no effect
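Primary human leukocytes incubated 48 hr with anti-CD3 beads plus compound, without co-stimulation. Secreted IL-2 measured by HTRF (europium cryptate/d2 anti-IL-2 pair, 320 nm excitation, 665 nm emission).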
uPA generation: qHTS for Inhibitors of Cell Surface uPA Generation; cell surface uPA generation assay, qHTS; Potency, µM (titrated, usually from 38.3 µM), without a hit: top-dose activity change, negative = inhibition, actives largely listed as inhibitors; actives 0.31% (n = 330,000); active = well fitted inhibition curve with a large enough effect; inconclusive = small, poorly fitted or top-dose-only effect; inactive = no such curve, though single readings can be large or run the other way; tested in mouse RAW 264.7 cells; also: potency is read from the fitted curve at half-maximal effect; % is scaled to controls: 0 for no effect and ±100 for the full control effect; nearly all actives have a fitted effect of over 55% in size
ELG1 DNA repair: qHTS screen for small molecules that inhibit ELG1-dependent DNA repair in human embryonic kidney (HEK293T) cells expressing luciferase-tagged ELG1 | Potency, µM (doses to about 46.1 µM), for inactives: top-dose activity change, negative = inhibition, actives largely listed as inhibitors | HEK293T ELG1-luciferase reporter, luminescence, 16 h; DNA damage induced by 5-fluorouridine | actives 2.3% (n = 330,000) | AID 504467, 2011; also: potency is read from the fitted curve at half-maximal effect; % is scaled to controls: 0 for no effect and ±100 for the full control effect; nearly all actives have a fitted effect of over 55% in size
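HEK293T cells expressing luciferase-tagged ELG1 (2,000/well) received 5-Fluorouridine plus compound or DMSO for 16 hr at 37 °C. Luciferase was read by ONE-Glo luminescence after 30 min at room temperature.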
Tb PFK inh: qHTS Assay to Find Inhibitors of T. brucei phosphofructokinase | T. brucei PFK, ADP-Glo luminescence | Potency, µM (top dose mostly 57.5 µM), for inactives: top-dose activity, negative = inhibition, usual class: inhibitors | actives 0.17% (n = 330,000);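 also: potency is read from the fitted curve at half-maximal effect; 0% = uninhibited 1x PFK enzyme wells and -100% = no-enzyme wells; nearly all actives have a fitted effect of over 60% in size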
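Luminescent ADP detection (ADP-Glo, two-step: ATP depletion then ADP-to-ATP conversion for luciferase) reported PFK activity after 45 min room-temperature reaction of 1.25 nM enzyme with 0.5 mM F6P and 0.1 mM ATP at pH 8.0.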
USP2a inh: qHTS Assay for Inhibitors of Ubiquitin-specific Protease USP2a Using CHOP2 as the Reporter; Potency, µM (doses to about 38.3 µM), inactives show at the highest dose activity change, negative = inhibition, usual class: inhibitors; actives 0.01% (n = 330,000); Ubiquitin carboxyl-terminal hydrolase 2 (Homo sapiens), O75604; AID 463254, 2010; USP2 core, Ub-CHOP2 coupled fluorogenic reporter, 485/531;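 also: potency is read from the fitted curve at half-maximal effect; plate controls were DMSO wells for no effect and full inhibition by NEM control for full effect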
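Deubiquitinase activity read as fluorescence (485/531 nm) after Ub-CHOP2 cleavage activates the enterokinase reporter on its substrate; USP2 core 10nM, Ub-CHOP2 and substrate 25nM each, 30min compound preincubation then 60min RT; data normalized to NEM, curves fitted.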
B2AR arrestin: qHTS assay of beta-arrestin-biased ligands of beta2-adrenergic receptor; beta-arrestin recruitment to beta2AR, cell-based reporter; Potency, µM (top dose mostly 46.1 µM), for the others: top-dose activation, most hits filed as activators; actives 0.02% (n = 330,000); AID 492947, 2010;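 also: potency is read from the fitted curve at half-maximal effect; 0% = DMSO controls and full agonism = EC100 isoproterenol or metaproterenol; nearly all actives have a fitted effect of over 65% in size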
Mito fusion act: qHTS Assay for Small Molecule Inhibitors of Mitochondrial Division or Activators of Mitochondrial Fusion; S. cerevisiae fusion-defective mutant growth rescue, CellTiterGlo 48 h; Potency, µM (highest dose often 46.1 µM), inactives show at the highest dose growth rescue (activation), most hits filed as activators; actives 0.23% (n = 320,000);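 also: potency is read from the fitted curve at half-maximal effect; % of control where 0% means no effect; nearly all actives have a fitted effect of over 45% in size; temperature-sensitive fusion mutants such as fzo1-1 at 37 °C on non-fermentable ethanol glycerol medium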
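Yeast fusion mutant, YPEG (non-fermentable carbon), compound, 48 h at 37C non-permissive; CellTiterGlo added, 10 min RT, luminescence read. Rescued growth = division inhibition.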
Eya2 inh: qHTS Assay for Inhibitors of the Phosphatase Activity of Eya2. Protein phosphatase EYA2 (Homo sapiens), O00167. recombinant Eya2, OMFP fluorescence dephosphorylation (OMFP is methylfluorescein phosphate). Potency, µM (doses to about 76.9 µM), for inactives: top-dose activity, negative = inhibition, usual class: inhibitors. actives 0.006% (n = 330,000). AID 488837, 2010; also: potency is read from the fitted curve at half-maximal effect; % is scaled to controls: 0 for no effect and ±100 for the full control effect
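Eya2 protein (added as 0.2 uM solution) was preincubated with compound for 10 min at ambient temperature in 50 mM HEPES pH 7.5, 50 mM NaCl, 5 uM MgCl2, 0.05% BSA, 1 mM DTT. OMFP (added at 50 uM) then reacted 10 min; fluorescence read at 485/525 nm.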
PTAP TSG101 blk: qHTS Assay for Iinhibitors of HIV-1 Budding by Blocking the Interaction of PTAP/TSG101 | 340,000 tested, under 10 active | Tumor susceptibility gene 101 protein (Homo sapiens), Q99816 | Potency, µM (series often up to 115 µM), without a hit: at the top dose activity change, negative = inhibition, most hits filed as inhibitors | Fluorescence polarization, FITC-PTAP peptide / Tsg101 binding | AID 493005, 2010; active = well fitted inhibition curve with a large enough effect in the main read-out, with a control signal flat, not every such curve was filed as active; inconclusive = small, poorly fitted or top-dose-only effect, or effect the other way, or a change in a side signal; inactive = no such curve, though single readings can be large or run the other way; also: potency is read from the fitted curve at half-maximal effect; % of control where 0% means no effect
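Tsg101 binding domain (10 uM final) was mixed with compound and a FITC-labeled PTAP peptide (50 nM final) in HEPES pH 7.5 buffer with NaCl, Tween 20, EDTA and TCEP; fluorescence polarization was read after 20 min at r.t.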
* marks the source's active call; other numbers are inactive results; ? = inconclusive; nt = not tested or not shown; & = joins results of further samples; [ ] = dose if it differs, or a comment. Unless noted, calls follow the shape of the dose curve; as a rule, active = well fitted curve in the direction sought with a large enough effect; inconclusive = small, poorly fitted or top-dose-only effect, or another doubt; inactive = no such curve, though single readings can be large; an effect the other way counts as inactive or inconclusive.

SMILES | TSHR antag | BCR signal inh | TCR activator | uPA generation | ELG1 DNA repair | Tb PFK inh | USP2a inh | B2AR arrestin | Mito fusion act | Eya2 inh | PTAP TSG101 blk
O=C(Nc1ccc(N2C(=O)C3CCCCC3C2=O)cc1Cl)c1cccs1 (configuration not stated) | -5 | ? | 4% | 1% | 17% | -2% | 3% | 0.0% | 0% | 10% | 0%
O=C(C1CCN(S(=O)(=O)c2ccc(Br)s2)CC1)N1CCN(c2ccccc2)CC1 | -24 | 13% | 10% | -10% | 4% | 2% | 1% | -0.7% | 13% | -1% | -5%
CCN(Cc1ccncc1)C(=S)Nc1ccccc1 | 22 | 4% | 1% | -10% | 2% | 1% | 2% | -0.6% | -1% | -10% | 0%
COC(=O)c1ccc(NC(C)C(=O)OC)c([N+](=O)[O-])c1 (configuration not stated) | 8 | -2% | 0%[46.1 µM] | -1% | 28% | 3% | 2% | -2.1% | -6% | 3% | -2%
O=C(CN1C(=O)c2ccccc2C1=O)Nc1ccc(-c2nc3ccccc3o2)cc1 | 3 | ? | -3% | 3% | ? | -6% | 0% | -1.6% | 4% | -2% | -3%
CCOc1ccc(N2C(=O)/C(=C\c3ccc(O)c(OC)c3)S(=O)(=O)C2c2cccc([N+](=O)[O-])c2)cc1 (configuration not stated) | -5 | 8% | 13% | -10% | -23% | -2% | -1% | 0.1% | -6% | -4% | -6%
COc1ccc(NC(=O)NCc2cccnc2)c(OC)c1 | -2 | -6% | -7% | 4% | 0% | -1% | 5% | -0.3% | -4% | -9% | -1%
Cc1nnsc1Sc1ccccc1 | 10 | -1% | 0% | 5% | ? | -2% | 4% | -0.3% | -3% | -18% | -4%
COc1cccc(CNC(=O)CCC2CCCN(C3CCOCC3)C2)c1 (configuration not stated) | -13 | 7% | -2% | 2% | -10% | -2% | 11% | -1.2% | -2% | 5% | 0%
COc1ccc(/C=C/C(=O)Nc2ccccc2)cc1S(=O)(=O)N1CCOCC1 | -16 | 5% | -4% | 8% | ? | 4% | 2% | 0.4% | 2% | -1% | -4%
CC(=O)N1c2ccc(S(=O)(=O)N3CCCC3C(=O)NCc3ccc(Cl)cc3)cc2CC1C (configuration not stated) | -16 | ? | 7% | -4% | 4% | -4% | 1% | 0.5% | -1% | 8% | -6%
CC(C)NC(=O)COc1ccc(Cl)cc1Cl | -6 | 13% | 2% | 11% | -19% | -14% | 4% | -0.8% | 1% | -5% | -7%
CCOc1ccc(N(C)S(=O)(=O)c2c[nH]c(C(=O)OC)c2)cc1 | -1 | -1% | 3% | 4% | 2% | -10% | 9% | 0.0% | 20% | 1% | 0%
CCCCNC(=O)c1ccc2c(c1)S(=O)(=O)c1ccccc1C2=O | -8 | 4% | -1% | -9% | 18% | -4% | 0% | 0.2% | 1% | -1% | 0%
C(=N\NC1=NCCN1)/c1ccncc1 | -4 | -2% | nt | -13% | -10% | 0% | 2% | 0.2% | 3% | 7% | -6%
CC(NC(=O)c1ccc(F)cc1)c1ccc2c(c1)CCCC2 (configuration not stated) | -6 | 8% | -6% | 4% | -10% | -2% | 2% | 0.6% | 5% | 4% | 0%
C=CCOc1ccccc1CNc1ccc2[nH]c(=O)[nH]c2c1 | -9 | -1% | -1% | 3% | ? | -4% | 0% | -0.3% | 13% | -1% | -1%
Cc1c(C(=O)C(=O)NCC2CCCO2)c2ccccc2n1C (configuration not stated) | -12 | ? | -1% | 2% | -3% | 1% | 10% | 0.2% | -6% | -7% | -2%
O=C(COC(=O)c1cccnc1Cl)Nc1ccc(N2CCCCC2)cc1 | 3 | ? | 10% | -18% | ? | 0% | -1% | 0.0% | 7% | -10% | -7%
COc1ccc(S(=O)(=O)n2cccc2)c(OC)c1 | 2 | 5% | nt | 0% | 0% | 1% | 1% | 0.4% | 4% | 4% | 1%
Cc1cccc(NC(=O)CSc2nc(N)c(NC(=O)c3cccs3)c(=O)[nH]2)c1C | -4 | 1% | -1% | -5% | -3% | 0% | 0% | -2.0% | 0% | 4% | -2%
CCOc1ccc(N(CC(=O)N2CCN(c3ccccc3OC)CC2)S(=O)(=O)c2ccc(C)cc2)cc1 | -3 | 1% | -9% | -7% | ? | 0% | 1% | -0.5% | -4% | 16% | -3%
O=S(=O)(Nc1cccc(-c2nc3cccnc3s2)c1)c1ccc2c(c1)OCCO2 | -8 | ? | 3% | -4% | ? | -2% | 3% | -0.9% | ? | -4% | -5%
Nc1c(C(=O)CSc2n[nH]c(-c3ccccc3)n2)c(=O)[nH]c(=O)n1C1CC1 | 9 | 0% | -2% | 1% | -2% | 0% | 2% | 0.5% | -4% | 13% | -1%
O=C(Nc1ccc(Oc2ccccc2)cc1)C1CC1 | 1 | ? | -3% | -4% | 1% | 1% | 2% | -0.2% | -9% | -9% | 0%
CN(C)CCCNCCCNC(=O)c1ccccn1 | 3 | 0% | 2% | 1% | 2% | 0% | 4% | -3.2% | 2% | 8% | -2%
COc1ccccc1NC(=O)c1ccc(CSc2ccccc2)o1 | -9 | 1% | -2% | ? | 2% | 1% | -2% | -0.5% | 2% | 4% | nt
COc1ccc(NS(=O)(=O)/C=C/c2ccc(OC)c(OC)c2)cc1 | -7 | -14% | 11% | -3% | -23% | -7% | -1% | -1.2% | -2% | 9% | -1%
CCOC(=O)Nc1ccc2c(c1)N(C(=O)OCCN(C)C)c1ccccc1CC2 | 0&8 | -1%&21% | -10%[46.1 µM] | -13%&-5% | 19%&13% | 6%&-4% | 3%&0% | 0.3%&-0.3% | -3%&-5% | 1%&-9% | 1%&-4%
CCC(C(=O)N1CCOCC1)n1nc(C)c2c(C)n(-c3ccccc3)nc2c1=O (configuration not stated) | 2 | 0% | 6% | -4% | 17% | 1% | 4% | 0.1% | 0% | 17% | -3%
CC1CCCN(C(=O)CNC(=O)c2sc3ccccc3c2Cl)C1 (configuration not stated) | -9 | 4% | 1% | -2% | ? | 0% | 3% | -0.2% | 10% | -1% | -1%
O=C(COC(=O)CSc1ccc(F)cc1)NC1CCCCCC1 | 1 | 6% | 6% | 1% | 13% | 1% | 3% | -1.4% | 3% | -7% | -1%
COc1ccc(NC(=O)CN2CCC(Cc3ccccc3)CC2)cc1S(=O)(=O)N1CCOCC1 | 18 | 4% | 5%[46.1 µM] | -12% | ? | 0% | -5% | -0.1% | -6% | -18% | -3%
COc1ccccc1NC(=O)Nc1cc(NC(=O)Nc2ccccc2OC)c(C)nc1C | -12 | 4% | -8%[46.1 µM] | 0% | ? | 0% | 3% | -1.2% | -3% | -1% | 0%
C/C=C(\C)CN1CCCC(N(C)CCc2ccc(OC)c(OC)c2)C1 (configuration not stated) | 11 | 2% | 1% | 4% | -2% | -4% | -3% | -0.3% | 2% | -16% | 0%
CCN(CC(=O)NCc1cccs1)CC(=O)Nc1cccc(S(N)(=O)=O)c1 | 1 | 3% | 0% | -25% | 9% | 0% | 2% | 0.4% | -4% | 6% | -2%
Cn1nc(C(=O)Nc2sc3c(c2C#N)CCCC3)ccc1=O | -10 | 7% | -3% | 3% | ? | 0% | 2% | 0.1% | 1% | -5% | -2%
Cn1ncc2c(N3CCCCC3)nc(NCCCO)nc21 | -29 | 5% | -4% | -22% | 2% | 5% | 5% | -0.2% | -1% | -1% | -6%

Screening data deposited in PubChem BioAssay by National Center for Advancing Translational Sciences (NCATS).
